rCAG RNA binder – binds r(CAG) RNA repeats | 370,000 compounds, 1.3% hits | inhibition, % at 3 µM | r(CAG) RNA repeat, TO-PRO-1 dye displacement fluorescence;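 active means inhibition above the plate cutoff, the mean of all test compounds on that plate plus 3 SD, cut at about 35% in these data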;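 further: 0% = DMSO alone and 100% = 100 µM mitoxantrone as full dye displacement; higher means more dye released from RNA so lower well fluorescence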
TDP2 inh – blocks human TDP2 phosphodiesterase activity. O95551. recombinant TDP2, T5PNP hydrolysis, p-nitrophenol absorbance 415 nm. inhibition, % at 12.8 µM. 370,000 compounds, 0.34% hits;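 active means inhibition above the mean of all tested compounds plus 3 SD, set per campaign, cut at about 25% in these data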;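 further: 0% = DMSO with enzyme and 100% = buffer with substrate but no TDP2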
Target sequence (O95551 whole entry, looked up): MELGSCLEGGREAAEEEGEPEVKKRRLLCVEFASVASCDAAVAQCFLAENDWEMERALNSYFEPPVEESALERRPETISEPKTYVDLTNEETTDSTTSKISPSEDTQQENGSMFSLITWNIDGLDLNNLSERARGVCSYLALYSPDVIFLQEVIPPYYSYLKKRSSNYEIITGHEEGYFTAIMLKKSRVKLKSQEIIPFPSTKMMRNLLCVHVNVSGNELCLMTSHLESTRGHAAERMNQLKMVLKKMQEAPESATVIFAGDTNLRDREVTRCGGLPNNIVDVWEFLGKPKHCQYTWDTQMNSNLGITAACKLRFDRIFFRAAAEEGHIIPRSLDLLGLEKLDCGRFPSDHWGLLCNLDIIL
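Test system: Human TDP2 enzyme | Reagent: 5 mM T5PNP | Compound dosing: 12.8 µM single point, 1% DMSO | Incubation: Enzyme reaction with compound for 2 h at 37 °C | Technique: p-Nitrophenol epi absorbance | Read-out: % inhibition relative to enzyme-containing and enzyme-free wells | Benchmarks: High control without enzyme, low control DMSO plus TDP2 | Replicates: Singlicate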
LEDGF integ inh – blocks HIV-1 LEDGF/p75-dependent DNA integration. TR-FRET IN-LEDGF/p75 DNA integration, Eu/Cy5. inhibition, % at 3.7 µM. 370,000 compounds, 0.64% hits. AID 743269;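 active means inhibition above the screen-wide mean plus 3 SD, cut at about 13% in these data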;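 further: signal is the Cy5 over europium emission ratio at 671 and 618 nm; 0% = plate median of compound wells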
TCR-CD3 inh – blocks the human TCR-CD3 interaction; TAMRA-labeled TCR probe fluorescence, biochemical; inhibition, % at 9.4 µM; 360,000 compounds, 0.37% hits; AID 651800; in the data active means inhibition above about 19%;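 further: recombinant mutant TCR 2C K166C tagged with TAMRA read by polarization; 0% = receptor in buffer alone and 100% = receptor with positive control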
HTRA1 inh – inhibitors of human serine peptidase HTRA1. Q92743. recombinant HTRA1, FP-rhodamine activity-based probe, fluorescence polarization. inhibition, % at 5.96 µM. 340,000 compounds, 0.5% hits. AID 504803; in the data active means inhibition above about 36%;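 further: 0% = enzyme with DMSO and 100% = wells lacking enzyme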
PRMT1 FP inh – blocks human protein arginine methyltransferase 1; recombinant PRMT1, activity-based probe fluorescence polarization; inhibition, % at 2.79 µM; 370,000 compounds, 1.3% hits; AID 652257;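 active means inhibition above about 21% made by adding two undisclosed values, limit read from the data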
SIAE inh – human SIAE inhibition, primary screen; SIAE FP-Rh probe binding, fluorescence polarization; Q9HAT2; 370,000 compounds, 0.69% hits; inhibition, % at 9.66 µM;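 active means inhibition above a cutoff: mean of compounds within the control limits plus 3 SD of those, cut at about 17% in these data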;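 further: 0% = plate median of compound wells and 100% = probe without SIAE protein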
Target sequence (Q9HAT2 whole entry, looked up): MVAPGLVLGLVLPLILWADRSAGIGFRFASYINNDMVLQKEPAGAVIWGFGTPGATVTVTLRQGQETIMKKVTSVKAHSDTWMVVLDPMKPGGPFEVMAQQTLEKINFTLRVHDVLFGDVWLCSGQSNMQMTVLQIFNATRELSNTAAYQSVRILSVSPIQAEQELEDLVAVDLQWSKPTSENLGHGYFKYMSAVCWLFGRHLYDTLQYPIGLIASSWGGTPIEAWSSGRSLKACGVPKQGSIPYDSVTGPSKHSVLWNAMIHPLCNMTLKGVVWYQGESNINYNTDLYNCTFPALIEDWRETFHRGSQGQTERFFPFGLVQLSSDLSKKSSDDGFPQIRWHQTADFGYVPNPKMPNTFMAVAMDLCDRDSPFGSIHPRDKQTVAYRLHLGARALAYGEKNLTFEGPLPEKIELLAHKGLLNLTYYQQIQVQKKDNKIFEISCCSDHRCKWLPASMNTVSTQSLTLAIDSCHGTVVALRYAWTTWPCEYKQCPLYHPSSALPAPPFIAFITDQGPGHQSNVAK
MBD2 DNA inh – blocks human MBD2 binding to methylated DNA. Q9UBB5. inhibition, % at 4.4 µM. 370,000 compounds, 0.31% hits. AID 686964. TR-FRET, MBD2 binding to methylated oligonucleotide; in the data active means inhibition above about 13%
GC-B act – GC-B (human) receptor activation; activation, % at 10 µM; 370,000 compounds, 0.11% hits; AID 1920062; HEK293-GC-B cells, CNP EC30, cGMP TR-FRET; 0% at EC30 CNP, 100% saturating CNP;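 active means activation at 10 µM reaching about 35% in either raw or pattern-adjusted values, limit read from the data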
mABHD4 FP – ABHD4 (mouse) inhibition, primary FP screen; Q8VD66; purified mABHD4, FP-Rh probe fluorescence polarization; inhibition, % at 8.92 µM; 370,000 compounds, 0.54% hits;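 active means inhibition exceeding the mean over every tested compound plus 3 SD, cut at about 30% in these data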;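 further: 0% = plate median of compound wells and 100% = S159A mutant with DMSO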
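Assay system: mouse ABHD4 enzyme, wild type / Also added: fluorescent activity-based probe FP-Rh / Doses: single nominal dose of 8.92 µM, 0.89% DMSO final / Timing: 45 min compound pre-incubation plus 60 min probe step, 25 °C / Signal: FP readout, ex 525 nm / em 598 nm / Control set: S159A mutant/DMSO as 100%, compound-well median as 0%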
The depositor's hits bear a star; . = not tested or not shown. Only part of the results is shown. The share of hits here may be higher or lower than overall.

Each structure is followed by: rCAG RNA binder	TDP2 inh	LEDGF integ inh	TCR-CD3 inh	HTRA1 inh	PRMT1 FP inh	SIAE inh	MBD2 DNA inh	GC-B act	mABHD4 FP
CCOc1ccc(/C=N/NC(=O)c2ccc(F)cc2)cc1CN1CC2CC(C1)c1cccc(=O)n1C2 (stereo unspecified)
 : 5	-11	2	6	-14	-4	-10	-2	-3	-10
CC(=O)NC(CC(=O)O)c1ccc([N+](=O)[O-])cc1 (stereo unspecified)
 : 0	-7	-3	3	8	-1	0	-9	-6	19
C[C@H]1C2CC(OC(=O)Nc3cccc(Cl)c3)C(C2)[C@H]2CCCCN21 (stereo partly specified)
 : 5	14	-4	.	.	1	-3	2	-3	3
CC[C@@]12C(=O)N(c3cccc(Cl)c3)C(=O)N1[C@H](c1cccc(C)c1)[C@@H]1C(=O)N(Cc3ccccc3)C(=O)[C@@H]12
 : 5	-6	0	1	-45	4	-2	-2	-22	-10
Cc1nn(-c2ccccc2)nc1CNC(=O)c1ncoc1-c1ccccc1
 : -1	-6	-5	8	-16	-2	-4	5	8	-9
O=C(/C=C/Nc1ccc(F)c(F)c1)c1ccc(Br)cc1
 : 6	-8	-2	-8	-10	0	2	-2	1	-14
Fc1cccc(Cl)c1CSc1ccc(-c2cccnc2)nn1
 : 0	-18	8	-3	-3	0	-7	-3	0	-15
CC1(NC(=O)CCc2ccccc2)CCN(CCCc2ccccc2)C1=O (stereo unspecified)
 : -10	6	-1	0	-9	-1	-4	5	7	2
O=C(Nc1nnc(S(=O)(=O)N2CCCC2)s1)c1ccccc1Cl
 : 8	-4	-7	8	-7	-1	-2	5	-1	-6
COc1ccc(Cl)cc1NC(=S)N1CCCCCC1
 : 2	-1	0	5	-6	1	1	0	3	-2
COc1ccccc1CCn1cnc(-c2cccc(Br)c2)c1CC(C)C
 : 1	-2	-1	-6	.	4	-5	2	-14	-4
CSc1ccccc1C(=O)Nc1ccc2c(c1)OCCO2
 : -5	-10	4	-3	-3	0	-2	-7	1	1
Oc1ccccc1C(=S)N1CCN(C(=S)c2ccccc2O)CC1
 : 15	-17	-4	-12	1	42*	1	4	-4	-5
COc1cc2c(cc1OC)C1(CCCC1)CNC2C (stereo unspecified)
 : -2	8	-1	0	-1	1	-4	0	-4	-4
COc1ccc(Cl)cc1NC(=S)NC(=O)c1ccco1
 : 2	6	-2	1	-11	3	-5	1	-7	-3
OC(CN1CCCCC1)Cn1c2ccccc2c2cc(Br)ccc21 (stereo unspecified)
 : 10	-1	-2	4	-7	3	-5	5	-8	3
COc1cc2c(cc1OC)CN(C(=O)c1ccc(S(=O)(=O)N3CCCCCC3)cc1)CC2
 : 1	-3	-1	6	-4	0	-6	2	9	8
CCn1c(SCC(=O)O)nc2ccccc21
 : 0	11	2	0	10	-1	14	-2	-7	2
COc1ccc(NC(=O)CSc2nc3ccc(OC)cc3[nH]2)cc1
 : 6	-5	8	-5	-9	0	10	-3	-12	-1
Cc1cccc(-n2c(C)cc(/C=C3/C(=N)N4C(c5ccccc5)=CSC4=NC3=O)c2C)c1
 : 3	-3	3	2	-1	-2	-4	1	2	-4
O=C(CCc1ccccc1)Nc1nn[nH]n1
 : 1	4	1	2	-1	-2	3	2	1	-1
CCOC(=O)Cc1csc(/N=C/c2c(O)n(-c3ccc(C)c(C)c3)c(=O)c3ccccc23)n1
 : 1	12	-5	-1	0	-1	8	0	3	-8
C=CCN=C(NC#N)SC
 : 0	-4	-1	-2	9	-1	0	2	5	-2
CCSCc1nc(N)nc(NCCc2ccccc2)n1
 : -2	6	1	2	-4	0	-4	-1	-2	1
CCOC(=O)N1CCC(NC(=O)CN2C(=O)C(CC)Oc3ccc(C)cc32)CC1 (stereo unspecified)
 : -5	-4	1	9	-1	-3	3	-3	2	-1
Cc1ccc2oc(=O)c3cc(C(=O)NCCCN4CCN(C)CC4)sc3c2c1
 : 4	-8	-5	-6	-1	1	-3	3	3	-4
COc1ccccc1NC(=O)Nc1ccccc1SC
 : -3	3	-3	4	-3	-3	11	5	0	1
O=C(CCC1CCCN(C(=O)C2(c3ccccc3)CC2)C1)N1CCN(c2ccccn2)CC1 (stereo unspecified)
 : -8	-1	2	1	3	0	11	2	2	3
COC(=O)c1ccccc1NC(=O)c1cc([N+](=O)[O-])nn1Cc1ccccc1
 : 4	-9	1	-7	-1	3	-7	11	-4	-8
CC(CN1CCOCC1)C(=O)O (stereo unspecified)
 : 0	-3	-3	6	3	-1	-6	0	8	3

Record cards, as listed above. Order of values: rCAG RNA binder	TDP2 inh	LEDGF integ inh	TCR-CD3 inh	HTRA1 inh	PRMT1 FP inh	SIAE inh	MBD2 DNA inh	GC-B act	mABHD4 FP
Profile of COC(=O)c1ccccc1NC(=O)c1cc([N+](=O)[O-])nn1Cc1ccccc1 : 4	-9	1	-7	-1	3	-7	11	-4	-8
Profile of Oc1ccccc1C(=S)N1CCN(C(=S)c2ccccc2O)CC1 : 15	-17	-4	-12	1	42*	1	4	-4	-5

Next entries:
Each structure is followed by: rCAG RNA binder	TDP2 inh	LEDGF integ inh	TCR-CD3 inh	HTRA1 inh	PRMT1 FP inh	SIAE inh	MBD2 DNA inh	GC-B act	mABHD4 FP
CCCn1c(SCC(=O)N2c3ccccc3CCc3ccccc32)nc2c1c(=O)n(C)c(=O)n2C
 : 0	-6	1	4	-2	-2	-2	-6	-18	-5
COc1ccc(S(=O)(=O)NC(=O)C2(C)CCN2C(=O)CC2CC2)cc1 (stereo unspecified)
 : -1	7	-2	-4	.	4	7	0	-5	-2
CC(=O)N1N=C(c2c(-c3ccccc3)c3cc(Br)ccc3[nH]c2=O)CC1c1ccco1 (stereo unspecified)
 : 1	5	0	1	-37	2	-8	5	-15	-6
O=S(=O)(Nc1ccc(Br)cc1)c1cccc(NS(=O)(=O)c2cccs2)c1
 : 37*	-4	0	-1	-6	0	-4	-7	0	-17
C=CCc1cc(C)ccc1OCCCC(C(=O)OCC)C(=O)OCC
 : -6	2	1	-3	0	0	-3	3	-4	9
c1cc(CNC2C3CC4CC(C3)CC2C4)ccn1 (stereo unspecified)
 : 0	11	0	8	4	1	-2	3	3	14
CCCC(C)C(=O)Nc1ccc(Cl)cc1Cl (stereo unspecified)
 : -6	3	-1	-6	5	2	2	2	0	2
COc1cccc(OCc2ccc(Cn3nc(NC(=O)NCCc4ccc(OC)c(OC)c4)c4ccccc43)cc2)c1
 : 4	3	-3	0	.	1	-5	-4	1	-3
COc1ccccc1Nc1nc(N)nc(CN2CCN(c3ccccc3)CC2)n1
 : -7	3	3	6	1	-2	5	-5	-4	3
COc1cc(OC)c(NS(=O)(=O)c2c(C(=O)N3CCCCC3)c(C)n(C)c2C)cc1Cl
 : 1	-15	-2	1	-1	2	6	0	5	6
Cc1noc(NS(=O)(=O)c2ccc(N3C(=O)c4ccccc4C3=O)cc2)c1C
 : 9	-5	-5	-1	8	0	-2	4	7	5
CCOC(=O)C1=C(C)NC(SCC(N)=O)=C(C#N)C1c1ccccc1 (stereo unspecified)
 : -4	-5	0	-5	-3	-1	0	0	-3	2
CCN(CC(=O)NC1CCS(=O)(=O)C1)S(=O)(=O)c1cccc(C(C)=O)c1 (stereo unspecified)
 : 1	10	2	7	0	0	3	2	-2	-3
O=C(CCC(F)(F)F)N1CCC(CO)(CCc2ccccc2)CC1
 : -8	8	0	-1	-2	-1	-2	2	-2	1
O=C(CSc1nc(=O)n2ccccc2n1)N1CCCCCC1
 : 0	13	1	0	-3	-5	5	0	3	2
CN1C(=S)SC(N(O)C(=O)Nc2ccccc2)C1(C)C (stereo unspecified)
 : -1	-1	2	4	3	-5	1	-6	3	9
O=C1CN(C(=O)C2CCCC2)CCN1
 : 0	-3	-1	-1	3	-1	6	0	6	11
COc1ccc(S(=O)(=O)NNC(=O)c2csc(-n3nc(C)cc3C(F)(F)F)n2)cc1
 : 12	-8	3	-2	-6	3	1	-1	-2	6
CCNC(=S)Nc1scc(-c2ccccc2)c1C(=O)OCC
 : 8	-20	-4	-2	-7	6	-8	-5	-2	-20
CCN(C(=O)CSc1nnnn1-c1cc(C)ccc1OC)C1CCS(=O)(=O)C1 (stereo unspecified)
 : -3	6	-1	5	1	-1	1	5	-4	2
CCC(=O)NC(c1ccc(OC)cc1)c1c(O)ccc2ccccc12 (stereo unspecified)
 : 2	-2	1	-3	-10	-1	5	-4	-5	-11
COc1cc(C(=O)NCc2ncccc2C)ccc1OC1CCN(C(C)=O)CC1
 : -3	18	2	7	-1	-1	3	2	5	10
COc1ccc(C2(c3ccc(OC)cc3)NC(=O)N(CC(=O)Nc3ccc(OC)c(OC)c3)C2=O)cc1
 : 6	-6	-5	-1	-9	6	-6	3	6	-4
O=C(Nc1ccccc1N1CCCCC1)c1ccc(N2C(=O)c3ccccc3C2=O)cc1
 : 0	-4	2	8	1	-2	6	1	1	-1
Cc1ccc(SCC(=O)N(C)CC(=O)Nc2cccc(F)c2)c(C)c1
 : 13	-14	2	-7	-20	18	-2	-2	-4	-8
CC1(C)OC(=O)C(=C2CCCN2)C(=O)O1
 : 3	-1	0	-3	0	-1	-5	1	1	-10
Cc1cc(C(=O)N2CCCC(Nc3ccc(F)cc3)C2)n(C)n1 (stereo unspecified)
 : -5	-16	-1	0	3	7	3	0	-1	-8

Assay outcomes as filed in PubChem.
